M17LAP inhibition: P. falciparum M17LAP inhibitors, primary screen, biochemical, fluorogenic H-Leu-NHMec substrate, 1536-well (AID 1619); recombinant M17LAP, H-Leu-NHMec fluorogenic kinetic assay; higher % means a stronger effect; inhibition, % at 30 µM; hits with a dose series show IC50 in µM; hit rate 0.38% among 220,000;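 active = compound inhibiting the enzyme by more than half at any dose during confirmatory dose-response retesting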;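 also: plate controls were full reaction with DMSO carrier for no effect and no enzyme background for full effect; strong numbers were not always called active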
M1AAP inhibition: malaria alanyl aminopeptidase activity blockers – biochemical, fluorogenic H-Leu-NHMec substrate, 1536-well (AID 1445); recombinant M1AAP, H-Leu-NHMec fluorogenic kinetic assay; higher % means a stronger effect; one-dose inhibition, % at 30 µM; IC50 in µM for titrated hits; hit rate 0.42% among 220,000;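 active = primary inhibition above the hit cutoff, then over 50% inhibition at one or more dose response concentrations, cut at about 23% in these data, passing the limit was not always enough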;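 also: plate controls were DMSO full reaction for no effect and no enzyme background for full effect; strong numbers were not always called active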
K1F lysis inhibition: inhibition of K1F phage lysis, E. coli UTI89, bacterial capsule biogenesis inhibitors, alamar blue (AID 488966). hit rate 0.02% among 340,000. inhibition, % at 100 µM, or IC50 in µM where a hit was titrated. E. coli UTI89 K1F phage lysis, alamar blue, 2 h; higher % means a stronger effect;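 active = phage lysis inhibition, versus mean bacterial control, above a set limit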;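 also: capsule biogenesis inhibitors block K1F phage lysis so surviving cells raise fluorescence; higher fluorescence means more inhibition of phage lysis; actives were called in the ten point dose series up to 300 µM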
PMI inhibitors: MPI enzyme activity inhibition – biochemical, fluorescence intensity, coupled assay, primary screen (AID 1209); purified PMI enzyme, coupled fluorescence intensity; higher % means a stronger effect; inhibition, % at 20 µM; hits with a dose series show IC50 in µM; hit rate 0.42% among 190,000;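 also: plate controls were DMSO vehicle for no effect and wells lacking substrate for full effect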
Siah-1 displacement: Siah-1 peptide-binding antagonists, primary screen, biochemical, fluorescence polarization, rhodamine-plectin, uHTS (AID 1817). Siah-1 / rhodamine-plectin peptide fluorescence polarization; higher % means a stronger effect. displacement, % at 20 µM; hits with a dose series show IC50 in µM. hit rate 0.02% among 290,000;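 active = displacement of at least 50% at 20 µM, with a fluorescence ratio check between 0.3 and a set limit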;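 also: plate controls were Siah plus tracer with DMSO for no effect and tracer alone without Siah for full effect; strong numbers were not always called active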
Hep lipid drop: modulators of hepatic lipid droplet formation; AML12 mouse hepatocytes, oleate lipid droplets, BODIPY imaging; inhibition, % at 6.5 µM; hit rate 0.4% among 240,000;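 active = lipid droplet intensity inhibited by at least 50%, with more than 500 cells counted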
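Technique: fluorescence imaging, 20x objective, two fields per well / Assay system: AML12 hepatocytes (mouse) / Measure: % inhibition of lipid droplet signal / Doses: 6.5 µM single-point dosing / Incubation: overnight exposure / Reagent: 100 µM oleic acid challenge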
TNAP activation fold: human TNAP enzyme activators, primary screen, biochemical, luminescent, no phosphate acceptor, uHTS (AID 1001); purified TNAP, luminescent activation assay, no phosphate acceptor; higher activation fold means a stronger effect; one-dose activation fold at 20 µM; EC50 in µM for titrated hits; hit rate 0.03% among 200,000; in the data active = activation fold from about 3, or a potency from the dose series; inactive = the rest, 99 in 100 with activation fold below about 1.6; also: many of its hits are not listed in these tables
XIAP displacement: XIAP antagonists, biochemical, IAP family, fluorescence polarization (AID 1018); XIAP BIR domain, fluorescence polarization peptide displacement; higher % means a stronger effect; hit rate 0.007% among 200,000; displacement, % at 20 µM, or IC50 in µM where a hit was titrated; in the data active = displacement above about 50%; also: a part of the inactive calls stands beside numbers as strong as those of hits
PMI inhibition: MPI inhibition at elevated mannose 6-phosphate – biochemical, fluorescence intensity, high mannose 6-phosphate, primary screen (AID 1220); recombinant PMI enzyme, coupled fluorescence intensity; higher % means a stronger effect; inhibition, % at 20 µM, or IC50 in µM where a hit was titrated; hit rate 0.66% among 190,000
Hep lipid drop cells 6.5 µM: second read-out of Hep lipid drop, no call of its own (marks repeat the call); cell count; measured here: cell count, cytotoxicity flag;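 cells counted across two imaged fields per well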
Active calls of the source: *; i = inactive; . = not tested or not shown; [ ] = dose if it differs, or a comment. Rule as the data show it, unless noted: active = inhibition above about 50%; inactive = the rest.

SMILES	M17LAP inhibition	M1AAP inhibition	K1F lysis inhibition	PMI inhibitors	Siah-1 displacement	Hep lipid drop	Hep lipid drop cells 6.5 µM	TNAP activation fold	XIAP displacement	PMI inhibition
COc1cc2ncc(S(=O)(=O)c3ccccc3)c(N3CCC4(CC3)OCCO4)c2cc1OC	-4.4%	7.7%	-0.3%	-6.8%	6.8%	-2.6	742	1.1	0.9%	-5.8%
CCOC(=O)Cc1ncccc1C(=O)Nc1ccc(OC(F)(F)F)cc1	7.5%	1.6%	1.3%	1.1%	5.6%	2.9	670	1	-7.1%	6.2%
Cc1cccc(Oc2nc(-c3ccccc3)cc(C)c2S(C)(=O)=O)c1C	-4.1%	-4.9%	1.4%	13.3%	1.3%	6.0	804	1	-9.6%	13.3%
COc1cccc(NS(=O)(=O)c2ccc3c(c2)n(C)c(=O)c(=O)n3C)c1	12.2%	-4.6%	1.0%	-0.6%	-1.2%	1.2	625	1	-5.4%	-3.8%
COC(=O)c1ccc(Nc2cc(C)nc(-c3ccccc3O)n2)cc1	-3.5%	6.1%	3.9%	1.2%	-0.4%	-3.9	758	1.1	-2.8%	1.7%
CCCC(C(=O)NC(C)(C)C)N(C(=O)c1snc(C(N)=O)c1N)c1ccc2c(c1)OCCO2 (stereo not given)	3.3%	-0.8%	-0.1%	-5.8%	17.8%	-17.6	742	1.1	-8.3%	-5.3%
O=C(O)CC(Cc1ccc(Cl)cc1)C(=O)NCc1ccccc1 (stereo not given)	26.0%	0.3%	7.7%	10.6%	1.7%	-34.9	663	1.1	-14.5%	-5.0%
CCOC(=O)C1CCN(C(=O)CSc2cc(=O)n(CC)c3ccccc23)CC1	17.1%	4.8%	1.2%	11.8%	13.0%	-16.2	686	1.1	-1.6%	11.9%
CC1CCCC(NC(=O)C2CCN(S(=O)(=O)N3CCC4(CC3)OCCO4)CC2)C1C (stereo not given)	-3.8%	7.8%	4.4%	5.0%	-4.3%	.	.	1.1	2.1%	6.9%
OCc1ccccc1OCCOc1ccc(Cl)c2cccnc12	4.8%	6.2%	0.9%	3.7%	2.4%	-8.6	794	1.1	16.4%	6.1%
CN(C)S(=O)(=O)c1cccc(NC(=O)c2cc(=O)[nH]c3ccccc23)c1	6.5%	8.0%	-0.2%	0.4%	3.3%	.	.	1.1	-2.2%	7.9%
O=C(COC(=O)c1ccc(-c2nnc(-c3ccccc3)o2)cc1)c1ccccc1	3.1%	18.8%	6.5%	6.3%	25.6%	10.0	595	1.3	-1.2%	-5.6%
Cc1nn(C)c(Cl)c1CN1CCCC(CCC(=O)NCc2ccccc2F)C1 (stereo not given)	4.3%	-0.5%	-1.4%	7.9%	0.8%	4.4	582	1	-8.6%	8.4%
O=C(NN1C(=O)c2ccccc2NC1c1ccc([N+](=O)[O-])o1)c1ccc(Br)cc1 (stereo not given)	1.1%	4.7%	0.0%	-6.7%	-1.9%	-16.2	753	1.1	-1.6%	-3.9%
CCCC1OC23CCCCC2C(C#N)(C#N)C1(C#N)C(=N)O3 (stereo not given)	-23.7%	8.4%	0.0%	13.8%	7.5%	-1.9	634	1	-2.0%	37.5%
NS(=O)(=O)c1ccc(CCNC(=O)CSc2ccc(Cl)cc2Cl)cc1	1.3%	-2.2%	0.2%	.	-2.6%	3.3	655	.	.	.
CCOC(=O)c1ccc(NC(=O)NC(C)C2CCCO2)cc1 (stereo not given)	1.9%	9.2%	0.4%	-0.4%	0.8%	2.4	733	1.1	-1.1%	-4.7%
O=S(=O)(c1ccccc1)N1CCN(S(=O)(=O)N2CCCCC2)CC1	-6.1%	-2.3%	1.5%	8.6%	-2.5%	.	.	1	-2.8%	9.1%
CCCCC(=O)NNC(=S)NC(=O)CCC	18.8%	-5.8%	-6.2%	4.9%	-0.2%	12.6	746	1.3	-2.8%	5.4%
CC(=O)c1ccccc1OC(=O)c1c(F)cccc1F	-13.9%	3.6%	-0.2%	.	2.6%	0.2	726	.	.	.
CC1CCN(C(=O)c2ccc(COc3ccccc3Cl)o2)CC1	-4.1%	-0.4%	-0.2%	-1.2%	1.2%	.	.	1.1	-5.4%	-7.0%
Cc1ccc(N2C(=O)C3C(c4ccccc4)N4CCCN4C3(C)C2=O)cc1 (stereo not given)	2.3%	-3.0%	0.9%	1.3%	-0.7%	-2.4	655	1.1	-30.4%	-3.3%
Cc1cc(Nc2ccc(Cl)cc2)nc(NCc2ccccc2)n1	-6.8%	7.0%	-21.4%	7.2%	1.5%	3.5	650	1.1	-3.4%	9.1%
COC(=O)c1cc(NC(=O)CN(c2ccc3c(c2)OCO3)S(C)(=O)=O)ccc1Cl	1.2%	5.2%	0.2%	16.9%	2.2%	-5.3	774	1.1	-5.6%	15.2%
COc1ccc(S(=O)(=O)N2CCCCCC2)cc1C(=O)OCc1c(C)noc1C	5.8%	7.7%	-2.6%	9.2%	-4.1%	.	.	1.1	2.4%	7.1%
O=C(CSc1nnc2c(Cl)cc(C(F)(F)F)cn12)Nc1ccc2c(c1)OCO2	15.4%	3.1%	0.2%	6.2%	0.0%	.	.	1.1	-5.0%	7.9%
CCOC(=O)c1sc2nc(C)nc(NCc3cccnc3)c2c1C	-2.9%	12.7%	0.5%	5.3%	6.5%	-17.1	674	1.1	-4.6%	0.7%
CCCCn1c(SCC(=O)OCC)nc2c1c(=O)[nH]c(=O)n2C	8.7%	0.3%	-1.0%	3.6%	0.0%	27.2	677	1.1	-2.4%	7.1%
Cc1ccc([N+](=O)[O-])cc1NC(=O)Nc1ccc(S(N)(=O)=O)cc1	-6.0%	-7.8%	0.3%	.	2.5%	0.8	725	.	.	.
Cc1cc(=O)oc(C)c1C(=O)NCCc1ccc(F)cc1	-0.3%	11.2%	i	-2.0%	2.7%	.	.	1.1	-2.5%	-3.6%

7 entries from above in a different format:
molecule | M17LAP inhibition | M1AAP inhibition | K1F lysis inhibition | PMI inhibitors | Siah-1 displacement | Hep lipid drop | Hep lipid drop cells 6.5 µM | TNAP activation fold | XIAP displacement | PMI inhibition
COC(=O)c1cc(NC(=O)CN(c2ccc3c(c2)OCO3)S(C)(=O)=O)ccc1Cl | 1.2% | 5.2% | 0.2% | 16.9% | 2.2% | -5.3 | 774 | 1.1 | -5.6% | 15.2%
COc1ccc(S(=O)(=O)N2CCCCCC2)cc1C(=O)OCc1c(C)noc1C | 5.8% | 7.7% | -2.6% | 9.2% | -4.1% | . | . | 1.1 | 2.4% | 7.1%
O=C(CSc1nnc2c(Cl)cc(C(F)(F)F)cn12)Nc1ccc2c(c1)OCO2 | 15.4% | 3.1% | 0.2% | 6.2% | 0.0% | . | . | 1.1 | -5.0% | 7.9%
CCOC(=O)c1sc2nc(C)nc(NCc3cccnc3)c2c1C | -2.9% | 12.7% | 0.5% | 5.3% | 6.5% | -17.1 | 674 | 1.1 | -4.6% | 0.7%
CCCCn1c(SCC(=O)OCC)nc2c1c(=O)[nH]c(=O)n2C | 8.7% | 0.3% | -1.0% | 3.6% | 0.0% | 27.2 | 677 | 1.1 | -2.4% | 7.1%
Cc1ccc([N+](=O)[O-])cc1NC(=O)Nc1ccc(S(N)(=O)=O)cc1 | -6.0% | -7.8% | 0.3% | . | 2.5% | 0.8 | 725 | . | . | .
Cc1cc(=O)oc(C)c1C(=O)NCCc1ccc(F)cc1 | -0.3% | 11.2% | i | -2.0% | 2.7% | . | . | 1.1 | -2.5% | -3.6%

Continuation:
SMILES	M17LAP inhibition	M1AAP inhibition	K1F lysis inhibition	PMI inhibitors	Siah-1 displacement	Hep lipid drop	Hep lipid drop cells 6.5 µM	TNAP activation fold	XIAP displacement	PMI inhibition
Cc1ccc(S(=O)(=O)CC(CN2CCOCC2)N2CCOCC2)cc1 (stereo not given)	-4.9%	2.4%	-0.1%	11.8%	8.7%	-6.7	670	1.1	13.8%	8.9%
COc1ccccc1-n1c2nc3ccccc3nc2c2c(=O)n(-c3cc(C)cc(C)c3)cnc21	-6.5%	5.0%	0.4%	22.9%	0.5%	-8.1	570	1.2	-4.3%	17.3%
O=C(NCC(=O)N1CCN(S(=O)(=O)/C=C/c2ccccc2)CC1)c1ccc(Cl)cc1	-5.7%	10.6%	0.1%	.	8.4%	-8.6	662	.	.	.
O=C(Nc1ccccc1C(=O)N1CCCCCC1)c1ccc(Cl)cc1	-10.2%	-8.8%	-1.1%	-3.6%	-5.8%	-129.7	753	1.1	-2.8%	-4.2%
C#CCOCCOCCOCCNc1nc(N2CCN(C(=O)[C@H]([C@@H](C)CC)n3cc(CCCN=C(N)N)nn3)CC2)nc(N2CCN(C(=O)[C@H]([C@@H](C)CC)n3cc(CCCN=C(N)N)nn3)CC2)n1	13.6%	11.8%	.	-36.5%	-5.2%	-0.8	705	1.2	-8.6%	-20.0%
COc1ccccc1NC(=O)CSc1nnc(Cn2c(=O)sc3ccccc32)n1C	7.8%	12.5%	6.9%	-9.0%	-0.2%	-8.1	716	1	0.5%	-3.6%
Cn1nnnc1Sc1ncnc2scc(-c3ccccc3)c12	0.7%	-1.5%	-3.7%	12.3%	3.3%	-28.6	684	1.1	-1.1%	7.5%
O=S(=O)(Cc1ccc(Cl)cc1)N1CCN(Cc2ccc3c(c2)OCO3)CC1	-0.3%	-2.7%	-0.2%	.	7.3%	-10.1	667	.	.	.
CCN(CC)S(=O)(=O)c1ccc2[nH]cc(C(=O)NCCCN3CCCCC3C)c(=O)c2c1 (stereo not given)	-2.0%	16.7%	-0.2%[50 µM]	10.5%	-3.7%	-3.2	784	1.1	-0.8%	3.6%
COc1ccc(NC(=O)NCc2cccnc2)cc1OC	0.3%	2.6%	0.3%	15.3%	-0.9%	-0.2	677	1.1	-2.2%	14.3%
NS(=O)(=O)c1ccc(CCNC(=O)CN2CCN(c3ccccc3O)CC2)cc1	6.3%	12.2%	0.2%	5.2%	1.7%	17.1	707	0.9	-3.4%	11.4%
CN(CC(=O)Nc1ccccc1F)CC(=O)Nc1ccccc1Br	3.7%	7.3%	0.2%	-4.4%	-3.0%	-19.6	680	1.2	-12.2%	-2.7%
CC(NC(=O)OCc1ccccc1)C(=O)Oc1cc2oc(=O)cc(-c3ccccc3)c2cc1Cl (stereo not given)	0.9%	8.3%	-1.7%	2.6%	2.4%	2.0	753	1.2	-2.9%	-3.2%
COc1cc(-c2onc3ccc(Br)cc23)cc(OC)c1OC	-24.6%	2.1%	0.5%	-5.1%	4.0%	-37.4	531	1	-2.1%	28.1%

High-throughput results deposited in PubChem BioAssay by several laboratories.

Rows are unselected; about 1.9% have a hit in one of these screens.
